Source: PubChem (National Center for Advancing Translational Sciences (NCATS))
A549 viability – Nrf2 qHTS screen for inhibitors: counterscreen for cytotoxicity. A549 ARE-Fluc cells, CellTiter-Fluor viability, 18-24 h. Potency, µM (doses to about 46 µM), inactives show at the top dose activity change, negative = cytotoxicity, most hits filed as inhibitors. actives 0.16% (n = 390,000); also: potency is read from the fitted curve at half-maximal effect; % is scaled to controls: 0 for no effect and ±100 for the full control effect
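Cytotoxicity counterscreen: CellTiter-Fluor fluorescence was measured in A549 ARE_Fluc cells after 18-24 h of compound exposure in a concentration series. The subsequent BugLite luminescent read reports ARE-luciferase activity.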
Nrf2 ARE act – qHTS of Nrf2 Activators; AREc32 ARE-luciferase reporter (MCF7-derived line), luminescence, 24 h; Potency, µM (doses to about 46.1 µM), for the others: top-dose activation, actives largely listed as activators; actives 0.31% (n = 410,000); AID 624171, 2012; also: potency is read from the fitted curve at half-maximal effect; % of control where 0% means no effect; nearly all actives have a fitted effect of over 65% in size
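Nrf2 activation is followed as ARE-luciferase induction in the AREc32 line after one day of compound treatment; luminescence is read with Steady-Glo.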
HepG2 tox – qHTS for Inhibitors of TGF-b: Cytotox Counterscreen; HepG2 CAGA-GFP viability, ATP luminescence, 18 h; Potency, µM (top dose mostly 46.1 µM), without a hit: at the highest dose activity change, negative = cytotoxicity, actives largely listed as cytotoxic; actives 0.76% (n = 410,000); AID 588856, 2011; also: potency is read from the fitted curve at half-maximal effect; some results filed as inactive show a strong effect at the top dose
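CellTiter-Glo luminescence gave cytotoxicity after 18 hours at 37 degrees C. The cells were HepG2 CAGA-GFP in 1% FBS DMEM, stimulated with 500 pg/mL TGF-beta after compound addition. %Activity was normalised to no-cell wells (complete cell-killing) and DMSO (no toxicity), and curves were fitted and classified.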
MmCpn inh – Inhibitors of TCP-1 ring complex (TRiC) of Methanococcus maripaludis (MmCpn): qHTS | Chaperonin Mm-Cpn (Methanococcus maripaludis) | purified Mm-Cpn ATPase, ADP Transcreener TR-FRET | actives 0.031% (n = 330,000) | Potency, µM (titrated, usually from 76.9 µM), without a hit: at the top dose activity, negative = inhibition, hits mostly inhibitors; also: potency is read from the fitted curve at half-maximal effect; % is scaled to controls: 0 for no effect and ±100 for the full control effect; nearly all actives have a fitted effect of over 80% in size
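ATPase turnover read by TR-FRET ADP competition (Eu cryptate antibody/ADP-d2, 665/590 nm): 10uM ATP final, 25nM Mm-CPN final, 30 min 37degC after 10-min compound preincubation, pH 7.4 Tris/KCl/MgCl2/DTT buffer.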
Nrf2 block – Nrf2 qHTS screen for inhibitors; A549 ARE-Fluc reporter, luciferase luminescence, 18-24 h; Potency, µM (top dose mostly 46 µM), for inactives: top-dose activity change, negative = inhibition, usual class: inhibitors; actives 2.1% (n = 360,000); also: potency is read from the fitted curve at half-maximal effect; % is scaled to controls: 0 for no effect and ±100 for the full control effect; nearly all actives have a fitted effect of over 60% in size
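Reporter: ARE-Fluc in A549. Exposure: 18-24 h, 37 °C, 5% CO2, 5% FBS OPTI-MEM. Readouts: fluorescent cytotoxicity (CellTiter-Fluor), then luminescent Nrf2 signal after BugLite.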
TGFb SMAD3 inh – qHTS for Inhibitors of TGF-b; HepG2 CAGA-GFP TGF-b/SMAD3 reporter, GFP fluorescence, 18 h; TGF-beta stimulated, 500 pg/mL final; Potency, µM (titrated, usually from 46.1 µM), for inactives: top-dose activity, negative = inhibition, hits mostly inhibitors; actives 1.2% (n = 410,000); AID 588855, 2011; also: potency is read from the fitted curve at half-maximal effect; % is scaled to controls: 0 for no effect and ±100 for the full control effect; nearly all actives have a fitted effect of over 65% in size
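Per well, imaged GFP fluorescence of HEPG2 CAGA-GFP cells gives the signal; cells get compound, then TGF-beta (500 pg/mL final), 18 h at 37 degrees C; %Activity versus -TGF-beta and +DMSO controls.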
Akt phos inh – HTS Assay for Inhibitors of Akt Phophorylation: Primary Screen | Neuro2A IGF-stimulated pAkt S473 HTRF, 20 min; stronger effect = lower value | activity change, % for hits at 50 µM | actives 0.32% (n = 360,000) | AID 651550, 2012; in the data active = activity change below about -80%; inconclusive = mostly about -51% to -80%; also: % is scaled to controls: 0 for no effect and ±100 for the full control effect
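Single-point screen (50 µM final compound) in Neuro2A cells stimulated 20 min with 6 nM IGF at 37 deg C. After lysis, Ser473-phosphorylated Akt read by HTRF (ex 330 nm, em 615/665 nm) as the 665/615 ratio.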
CCT modulator – High-Throughput Screening for Modulators of Cytosolic Chaperonin Activity. AID 651819, 2012. actives 0.3% (n = 360,000). activity change, % (no concentration beside the values), hits read low. purified chaperonin ATPase assay, HTRF ADP detection, 30 min; in the data active = activity change below about -30%; also: % is scaled to controls: 0 for no effect and ±100 for the full control effect
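Nucleotide hydrolysis assay: TRiC at 20–40 nM final (set by batch activity) with 10 uM ATP, 30 min at 37 °C, in presence of 76 uM compound. Detection by competitive ADP HTRF, 30 min ambient.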
Abeta rescue – qHTS for compounds that reverse cellular toxicity of Amyloid beta (A-beta) peptide in yeast: Primary Screen. yeast expressing A-beta42, growth rescue, OD600, 48 h; response scale: 0% DMSO, 100% iron-clioquinol control. Potency, µM (doses to about 46.1 µM), for the others: at the top dose growth rescue, hits mostly activators. actives 0.063% (n = 410,000). AID 1347071, 2019; also: potency is read from the fitted curve at half-maximal effect; nearly all actives have a fitted effect of over 55% in size
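Growth rescue measured by 600 nm absorbance after 48 h yeast culture at 30 C with compound. Values normalized between DMSO and an equimolar ferric chloride plus clioquinol control.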
* hit, by the source's call; i = inactive; ? = inconclusive; / = not tested or not shown; [ ] = another dose, or the depositor's remark. Unless noted, calls follow the shape of the dose curve; as a rule, active = well fitted curve in the direction sought with a large enough effect; inconclusive = small, poorly fitted or top-dose-only effect, or another doubt; inactive = no such curve, though single readings can be large; an effect the other way counts as inactive or inconclusive.

SMILES	A549 viability	Nrf2 ARE act	HepG2 tox	MmCpn inh	Nrf2 block	TGFb SMAD3 inh	Akt phos inh	CCT modulator	Abeta rescue
COc1ccc(N2CCN(C(=S)Nc3ccc(C)cc3)CC2)cc1	-18%	-0.3%	0%	-1%	0%	-15%	i	-1.0	10%
CCOc1ccccc1CNC(=O)c1c([N+](=O)[O-])c(C)nn1C	-2%	2.7%	-20%	3%	2%	-28%	i	-1.7	0%
N/C(=N\OC(=O)/C=C/c1ccccc1)c1ccc(Cl)cc1	-2%	5.2%	3%	-2%	0%	3%	i	-0.3	-22%
CC(C)Oc1cccc(C(=O)Nc2ccc(N3CCN(S(C)(=O)=O)CC3)cc2)c1	-6%	-0.8%	-1%	2%	-10%	7%	i	-10	9%
COc1cccc(N2C(=O)CN(Cc3ccc(OC)c(OC)c3)C2=S)c1	0%	11%	-17%	0%	-1%	0%	i	-2.5	6%
Cc1ccc(NC(=O)c2ccc3c(c2)C(=O)N(c2ccccc2C)C3=O)nc1	0%	2.2%	-8%	1%	1%	-5%	i	-0.5	6%
COc1ccc(-c2cn3c(n2)sc2cc(C(=O)NCC(C)c4ccccc4)ccc23)cc1 (stereo not given)	-3%	4.5%	-31%	/	?	-29%	/	/	-8%
O=C(OC(C(=O)NCc1cccs1)c1ccc(F)cc1)c1ccco1 (stereo not given)	1%	0.3%	2%	-1%	2%	-3%	i	-0.2	10%
COc1ccc(Cn2ccc3nc(C)c(C(=O)Nc4ccc(OC)cc4)cc3c2=O)cc1	2%	2.5%	-27%	/	-17%	-18%	/	/	1%
COc1ccc(C(=O)NNC(=O)COc2ccc(Cl)cc2C)cc1S(=O)(=O)N1CCOCC1	1%	-0.3%	-2%	-5%	-21%	9%	i	-2.4	9%
COc1ccccc1C(=O)Nc1ccc2oc(-c3ccc(F)cc3)nc2c1	-13%	6.4%	-4%	0%	?	-1%	i	1.0	4%
COc1ccccc1OCc1nnc(SCCN2CCOCC2)o1	8%	0.0%	-12%	-3%	3%	-14%	i	0.1	-20%
O=C(/C=C/c1ccccc1)Nc1nnc(-c2ccco2)o1	-2%	3.4%	-27%	2%	-21%	-3%	i	-1.4	10%
CC(=O)Nc1ncc(Cc2cccc(Cl)c2)s1	-1%	2.8%	15%	2%	?	-17%	i	-1.8	-50%[inhibitor]
Cc1cn([C@H]2C[C@H](O)[C@@H](CNCc3ccc(F)c(N4CCOCC4)c3)O2)c(=O)[nH]c1=O	/	-0.1%	6%	/	/	10%	i	-1.2	5%
O=C(Nc1cc(S(=O)(=O)N2CCCCC2)ccc1N1CCOCC1)c1cc(=O)[nH]c2ccccc12	?	-0.2%	-3%	-1%	-5%	0%	i	-1.2	2%
COc1ccc(CNC(=O)c2cccc(N3CCCS3(=O)=O)c2)cc1	8%	-0.7%	0%	/	-5%	10%	/	/	-13%
COc1ccc(N(CC(=O)N/N=C(\C)c2ccc(OC)c(OC)c2)S(=O)(=O)c2ccccc2)cc1	-3%	3.4%	-7%	0%	-16%	0%	i	-1.5	-8%
CC(=O)Nc1ccc(C(=O)OCC(=O)N2CC3(C)CC2CC(C)(C)C3)cc1 (stereo not given)	2%	-0.5%	7%	-2%	13%	7%	i	0.7	-8%
O=C(CSc1nnc(COc2ccccc2Cl)o1)NC(=O)NC1CCCC1	11%	0.3%	-18%	0%	19%	0%	/	-4.0	1%
CCOC(=O)c1cnn(CCOC(=O)c2ccc(OC)cc2)c1NC(=O)c1ccc(OC)cc1	-4%	0.5%	-26%	-3%	-18%	-3%	i	0.9	-6%
CC(=O)N1c2ccc(S(=O)(=O)N3CCC(C(=O)NC4CCCCC4C)CC3)cc2CC1C (stereo not given)	0%	-0.9%	-3%	-2%	-27%	1%	i	0.3	19%
CN(Cc1ccccc1)C(=O)CSc1nnc(-c2ccco2)n1-c1ccccc1	12%	-0.7%	-1%	-1%	1%	4%	i	-1.5	18%
COc1ccccc1C(=O)N1CCN(c2ccc(N3CCOCC3)nn2)CC1	-2%	2.7%	-11%	-3%	9%	-22%	i	-0.5	0%

Profiles from above. Order of screens: A549 viability	Nrf2 ARE act	HepG2 tox	MmCpn inh	Nrf2 block	TGFb SMAD3 inh	Akt phos inh	CCT modulator	Abeta rescue
COc1ccccc1C(=O)N1CCN(c2ccc(N3CCOCC3)nn2)CC1 is listed as -2%	2.7%	-11%	-3%	9%	-22%	i	-0.5	0%
O=C(Nc1cc(S(=O)(=O)N2CCCCC2)ccc1N1CCOCC1)c1cc(=O)[nH]c2ccccc12 is listed as ?	-0.2%	-3%	-1%	-5%	0%	i	-1.2	2%
COc1ccc(N(CC(=O)N/N=C(\C)c2ccc(OC)c(OC)c2)S(=O)(=O)c2ccccc2)cc1 is listed as -3%	3.4%	-7%	0%	-16%	0%	i	-1.5	-8%
CCOC(=O)c1cnn(CCOC(=O)c2ccc(OC)cc2)c1NC(=O)c1ccc(OC)cc1 is listed as -4%	0.5%	-26%	-3%	-18%	-3%	i	0.9	-6%
CC(=O)Nc1ncc(Cc2cccc(Cl)c2)s1 is listed as -1%	2.8%	15%	2%	?	-17%	i	-1.8	-50%[inhibitor]

The list continues:
SMILES	A549 viability	Nrf2 ARE act	HepG2 tox	MmCpn inh	Nrf2 block	TGFb SMAD3 inh	Akt phos inh	CCT modulator	Abeta rescue
CC1CCC(C(C)C)C(=O)/C1=C/c1ccc(N)cc1 (stereo not given)	11%	0.5%	-17%	-1%	?	-19%	i	-2.4	-2%
COc1ccc(S(=O)(=O)N(CCc2ccccc2)CC(=O)Nc2cc(C)ccc2C)cc1	-5%	0.4%	-31%	/	?	?	/	/	8%
Cc1cccc2sc(NNC(=O)C3=COCCO3)nc12	1%	5.3%	0%	-2%	-6%	42%[activator]	i	-3.7	-36%[inhibitor]
O=C(CSc1ccc(-c2ccccn2)nn1)N1CCc2ccccc21	-7%	0.7%	-1%	4%	9%	-11%	i	1.9	-46%
O=C(NCCO)c1cccc(-c2ccc3nncn3c2)c1	/	-1.1%	-25%	/	/	3%	i	-9.2	-11%
CCOC(=O)c1cc2c(c(CSc3nc4ccccc4c(=O)n3Cc3ccco3)c1)OCOC2	16%	0.6%	-2%	2%	-3%	1%	i	1.0	8%
CC(C)CNC(=O)C(=O)NCC1OCCN1S(=O)(=O)c1cccs1 (stereo not given)	1%	0.8%	-14%	/	4%	-1%	i	-0.8	-10%
O=C(O)[C@H](Cc1ccccc1)Nc1ccc([N+](=O)[O-])cn1	-5%	-0.9%	-2%	0%	6%	-9%	i	0.0	-12%
CCc1ccc(S(=O)(=O)NCCc2csc(-c3ccccc3)n2)s1	0%	3.4%	-43%	-11%	?	?	i	2.5	-3%
CCOc1cc([N+](=O)[O-])cc(/C=C2/NC(=O)N(Cc3ccccc3F)C2=O)c1O	-18%	-0.9%	-28%	-5%	-15%	-4%	i	0.4	-6%
O=C(NC(=S)Nc1ccc(F)cc1)c1ccc2c(c1)OCCO2	-2%	0.1%	-33%	-1%	?	-25%	i	-2.8	25%
COC(=O)CCc1nc2cc(Cl)ccc2n(Cc2ccccc2)c1=O	9%	-0.6%	1%	-10%	17%	3%	i	-1.3	-6%
Cc1ccc(C(=O)CCC(=O)Nc2cccc(C(F)(F)F)c2)cc1	-16%	0.0%	-9%	0%	?	1%	i	-0.6	13%
CNc1ccc(S(=O)(=O)NCC(=O)OC(C)C(=O)N(C)Cc2ccccc2)cc1[N+](=O)[O-] (stereo not given)	-2%	0.3%	-11%	-2%	5%	2%	i	2.1	-5%
COc1ccc(CC(=O)N2CCC(n3nccc3NC(=O)C3CCOC3)CC2)cc1 (stereo not given)	3%	-0.3%	1%	0%	7%	7%	i	0.9	0%
COCCN(C(=O)COC(=O)CCC(=O)c1ccc(Cl)cc1)c1c(N)n(Cc2ccccc2)c(=O)[nH]c1=O	-2%	-0.1%	23%	1%	8%	-4%	i	-3.1	-9%
O=C(c1ccc2c(c1)N(Cc1ccc(Cl)cc1)C(=O)c1ccccc1S2=O)N1CCN(c2ccccc2F)CC1 (stereo not given)	4%	0.3%	-2%	/	-4%	?	/	/	5%
CC1=C(C(=O)OCc2ccccc2)C(c2ccc(N(C)C)cc2)NC(=O)N1 (stereo not given)	-18%	-0.1%	-15%	-6%	?	3%	i	0.3	-3%
N#CCCN(C(=O)COC(=O)c1cc(=O)c2ccccc2o1)c1ccccc1	4%	-0.4%	-3%	-1%	4%	-9%	i	-0.1	-5%
Cc1ccc(/C=N/Nc2nc(N3CCCCC3)nc(N3CCCCC3)n2)o1	-13%	-0.9%	-1%	4%	-19%	17%	i	-4.8	-40%[inhibitor]
CC(=O)Nc1ccccc1NC(=O)C/C(C)=N/NC(=O)c1cccnc1	-3%	-0.5%	-4%	0%	-10%	-5%	i	-3.7	0%
Cc1ccc(S(=O)(=O)N(C)C)cc1NC(=O)C(C)Sc1ccccc1 (stereo not given)	1%	-0.2%	-22%	-2%	-4%	3%	i	0.0	4%
C[N+]1(CC(=O)OCCCc2ccccc2)CCCC1	-15%	-0.3%	1%	-2%	22%	-6%	i	-3.0	6%
CCCNC(=O)c1cc(C2CCCCN2S(=O)(=O)c2cn(C)cn2)on1 (stereo not given)	/	0.5%	-3%	/	/	-3%	i	0.8	-12%
CCc1ccc(NC(=O)Cn2c(SCc3ccc(C)cc3)nc3ccncc32)cc1	-1%	/	-29%	/	19%	?	/	/	/

No enrichment for hits; about 4.3% have a hit in one of these screens.
